HSF1 inhib = HSF1 inhibition. NIH3T3-HGL HSE-luciferase, MG132-induced, luminescence 8 h; stronger effect = lower value. activity change, negative = inhibition, % at 7.5 µM (by protocol). 0.77% of 300,000 active;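 active = more than half of replicate wells show activity change below -50%, luminescence cut by over half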;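 note: luciferase reports HSF-1 transcriptional activity via heat shock element; 0% = median of DMSO wells and -100% = zero luminescence signal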
KLF5 inhibitor = kruppel-like factor 5 inhibition; DLD-1 KLF5 promoter-luciferase reporter, luminescence; inhibition, % at 5 µM; 0.23% of 290,000 active; AID 1700;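 active = inhibition above a per-plate limit of that plate's mean compound inhibition plus 3 SD, cut at about 60% in these data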;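 note: 0% = DMSO wells and 100% = LY294002 at 200 µM; higher means less KLF5 promoter-driven luciferase light; inactives centre near -14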
HIF act = HIF pathway transcriptional activation; U2OS HRE-luciferase reporter, luminescence; normalized: DMSO 0%, desferrioxamine 100%; activation, % at 7.5 µM (by protocol); 0.32% of 300,000 active; AID 1910;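 active = mean activation of at least 10% of the iron chelator positive control signal, with at least half of replicates also reaching 10%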
GSK3beta inhib = blocks human GSK3beta kinase activity; GST-GSK3beta kinase, ADP-Glo luminescence, 60 min; stronger effect = lower value; P49841; activity score (negative = inhibition), % at 10 µM; 0.038% of 300,000 active;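 active = more than half of replicate wells score below -50%, meaning over 50% inhibition versus plate controls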;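 note: 0% = median DMSO wells and -100% = median GW8510 positive control wells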
Target sequence (P49841 whole entry, looked up): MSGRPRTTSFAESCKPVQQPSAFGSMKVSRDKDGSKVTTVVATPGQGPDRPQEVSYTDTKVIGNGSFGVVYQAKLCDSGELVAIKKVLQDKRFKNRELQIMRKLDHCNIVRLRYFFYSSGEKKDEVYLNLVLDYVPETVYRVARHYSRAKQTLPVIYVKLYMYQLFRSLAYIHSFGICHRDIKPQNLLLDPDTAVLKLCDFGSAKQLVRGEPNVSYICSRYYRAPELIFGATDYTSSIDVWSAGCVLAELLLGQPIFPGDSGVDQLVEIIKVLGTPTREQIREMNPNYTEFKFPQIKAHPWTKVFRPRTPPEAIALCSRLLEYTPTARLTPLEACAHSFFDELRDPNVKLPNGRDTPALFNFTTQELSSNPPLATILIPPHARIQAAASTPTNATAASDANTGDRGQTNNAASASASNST
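Test system: GST-tagged human GSK3beta kinase, cell-free; evaluation: activity score scaled between in-plate DMSO and GW8510 controls; measured by: ADP-Glo luminescence; incubation: 60 min reaction, RT; benchmarks: DMSO and 20 µM GW8510; reagent: peptide substrate plus 25 µM ATP (final); medium: Tris/MgCl2 kinase buffer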
aSyn 5UTR inh = 5' untranslated region of α-synuclein, MLPCN primary screen. alpha-synuclein 5'UTR reporter, inhibitor activity. 0.82% of 300,000 active. AID 1813. inhibition, % (tested at 7.5 µM); in the data active = inhibition above about 60%;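 note: H4 neuroglioblastoma cells stably carrying SNCA 5'UTR luciferase fusion; 0% = DMSO wells and 100% = positive control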
HSP90 refold inh = blocks HSP90-mediated luciferase refolding in reticulocyte lysate. Rabbit reticulocyte lysate, luciferase refolding luminescence, 3 h. inhibition, % at 5.6 µM. 0.91% of 290,000 active;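 active = inhibition above the screen-wide mean plus 3 SD, computed separately per campaign, cut at about 16% in these data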;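 note: 0% = DMSO wells and 100% = 60 µM geldanamycin wells; inhibitors lower the luminescence because luciferase stays unfolded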
GSK3 alpha inh = blocks human GSK-3 alpha kinase. inhibition, % at 10 µM. P49840. 0.1% of 320,000 active. ADP-Glo luminescence, 60 min;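 in the data active = inhibition above about 50%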;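 note: GST-tagged GSK-3 alpha with peptide substrate and 25 µM ATP; 0% = DMSO neutral wells and 100% = GW8510 positive control wells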
Target sequence (P49840 whole entry, looked up): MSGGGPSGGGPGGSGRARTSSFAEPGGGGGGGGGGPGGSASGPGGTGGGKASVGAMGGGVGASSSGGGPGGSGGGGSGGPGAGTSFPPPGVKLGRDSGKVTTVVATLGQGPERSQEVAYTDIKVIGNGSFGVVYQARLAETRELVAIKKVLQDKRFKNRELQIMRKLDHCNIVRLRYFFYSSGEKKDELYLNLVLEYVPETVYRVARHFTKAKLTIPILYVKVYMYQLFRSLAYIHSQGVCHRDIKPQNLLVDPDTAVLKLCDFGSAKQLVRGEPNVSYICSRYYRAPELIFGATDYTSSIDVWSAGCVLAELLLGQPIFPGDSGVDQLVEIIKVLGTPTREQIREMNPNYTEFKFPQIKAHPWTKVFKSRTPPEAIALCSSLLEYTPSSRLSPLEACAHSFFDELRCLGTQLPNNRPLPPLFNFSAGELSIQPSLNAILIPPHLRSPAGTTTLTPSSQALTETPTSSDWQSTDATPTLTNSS
HSF1 activator = increases HSF-1 driven luciferase reporter signal; NIH3T3-HGL HSF-1 luciferase reporter, MG132, 8 h; 100% = twice DMSO control signal; activation, % at 9 µM; 1.7% of 300,000 active; AID 504408;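 active = mean replicate activation of at least 50% with a set share of replicates each reaching 50%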;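 note: 0% = median of the neutral control wells and 100% = twice that signal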
AI-2 QS mod = modulators of Vibrio harveyi AI-2 quorum sensing system; Vibrio harveyi JMH597 AI-2 luminescence/OD600 ratio, 9 h; stronger effect = lower value; strain lacks LuxN and CqsS sensors; 0 = neutral-control median; activity change, % at 7.5 µM; 0.4% of 300,000 active; AID 2094; in the data active = activity change below about -75%, passing the limit was not always enough;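 note: luminescence divided by OD600 gain over 9 h not by final OD600 alone; inactives centre near 13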
IEC-6 cytotox = counter-screen for KLF5 inhibitors: cytotoxicity in IEC-6 cells | inhibition, % at 5 µM | IEC-6 cytotoxicity, luminescence viability | 0.78% of 290,000 active | AID 1825; in the data active = inhibition above about 22%;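 note: 0% = plate median of test compound wells and 100% = cytotoxic reference compound wells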
The depositor's hits bear a star; / = no result given; & = joins results of further samples. Some of the compounds tested; the hit share may differ from the screen's.

SMILES	HSF1 inhib	KLF5 inhibitor	HIF act	GSK3beta inhib	aSyn 5UTR inh	HSP90 refold inh	GSK3 alpha inh	HSF1 activator	AI-2 QS mod	IEC-6 cytotox
O=C1NC(=O)C(=Cc2cn(CCOc3ccc4c(c3)OCO4)c3ccccc23)C(=O)N1	2.2	-50.8	-0.1	-3.0	-5.1	0.6	1.4	-4.7	2.3	2.2
CCCC1COC(Cn2cncn2)(c2ccc(Cl)cc2Cl)O1 (stereo not given)	-0.2	-7.4	-0.1	1.6	6.2	1.2	-4.7	18.9	5.2	0.7
Cc1ccc(S(=O)(=O)Cc2ccc(C(=O)N3CCC4(CC3)OCCO4)o2)cc1	-1.0	-9.0	-0.2	-1.0	6.3	2.2	0.6	0.4	0.5	0.5
OC12ONC(c3ccccn3)C1N1CCC2CC1 (stereo not given)	3.9	12.0	0.5	-2.2	-13.6	-5.5	-0.3	-3.9	1.4	14.1
c1cc(CNCCc2ccc3c(c2)OCO3)ccn1	0.3	-19.3	-0.2	2.2	7.7	8.5	-1.3	0.4	5.0	2.7
COC(=O)C1=C(c2cccc(OC)c2OC)C[C@@H]2CC[C@H]1N2C(=O)NCc1cccc2ccccc12	3.1	/	-0.1	14.4	21.7	/	-1.8	15.1	20.5	/
CCN1C(=O)C(=Cc2ccc(N3CCOCC3)o2)C(=O)N(CC)C1=S	7.4	-3.4	-0.8	-4.2	-2.5	3.1	-0.1	22.6	-10.9	-3.4
CN1C2c3ccccc3C3C4c5ccccc5C(C31)C(C2[N+](=O)[O-])N4C (stereo not given)	-1.1	-9.0	-1.1	4.6	-13.7	1.9	0.9	-10.2	13.3	-1.4
CCOC(=O)c1c(-c2ccccc2)oc2ccc(OC(=O)N(C)C)cc12	1.5	13.0	-0.3	2.8	-3.4	4.2	-0.6	5.9	13.7	-1.9
COC(=O)c1cncn1C(C)c1ccccc1 (stereo not given)	-2.3	-11.9	0.3	1.5	9.5	3.5	-0.9	-19.2	29.3	-2.3
CC(C)c1ccc(-n2c(O)c(/C=N/NC(=O)c3ccccc3O)c(=O)[nH]c2=S)cc1	-43.8	-1.4	-0.1	5.5	-6.6	-0.8	-2.2	-47.9	29.1	-2.3
CCC(=O)N1CC(=O)Nc2ccc(F)cc2C1c1ccccc1 (stereo not given)	0.3	-40.4	0.0	6.0	-5.8	-2.4	-1.0	1.2	-1.3	-1.7
Nc1ccnn1C1CCNCC1	-5.3	-46.7	-0.5	-11.1	5.4	-1.3	-0.4	-1.9	10.8	-0.1
Cc1ccc(-n2c(C)nc3ccccc3c2=O)c(C)c1	-5.2	-16.6	-0.7	-3.3	21.7	3.1	-3.7	-7.1	17.0	-1.6
Cc1cc(C)nc(/N=C(\N)c2c(O)[nH]c(=O)[nH]c2=O)n1	-10.5	-25.7	0.0	-2.8	5.4	-0.5	3.4	1.0	57.5	-2.2
O=c1[nH]c(=S)[nH]c(O)c1N=Nc1ccc(OC(F)F)cc1	21.8	-100.5	1.6	-0.9	-92.0	0.4	-1.9	26.8	21.5	4.2
CCC1(C)OC(c2ccccc2)=C/C(=C/C=C2C(=O)NC(=O)NC2=O)O1 (stereo not given)	6.5	-18.9	0.6	-4.8	-7.2	-0.4	/	-0.5	31.2	-5.8
CCOC(=O)C1(CCc2ccccc2)CCN(Cc2cccc3c2OCO3)CC1	0.6	-14.1	-0.6	2.4	-29.5	2.4	-0.1	-6.0	15.9	4.0
COc1ccc2c(CN3CC=C(c4ccccc4)CC3)cc(=O)oc2c1	-3.6	-10.7	-0.5	1.9	-13.9	3.2	-0.8	4.4	11.0	6.5
C=CCc1cc(C=C2C(=O)N(C)C(=O)N(C)C2=O)cc(OCC)c1OCc1ccccc1	-5.4	0.4	0.2	-0.3	10.6	-1.4	-1.4	-14.9	1.0	5.5
CN1CCN(c2ccc([N+](=O)[O-])c(NCC3CCCO3)c2)CC1 (stereo not given)	-7.2	-16.6	0.4	-3.1	-20.8	-0.5	-1.5	-0.1	-6.0	-1.7
C/C(=N\N1CCCCCC1)c1c(O)n(C2CCCCC2)c(=O)[nH]c1=O	-0.2	-17.0	0.0	-2.7	21.2	0.7	-1.8	6.0	13.4	-4.1
CCCCCCC(=O)N/N=C/c1c(O)n(C(C)CC)c(=S)[nH]c1=O (stereo not given)	/	-2.5	/	2.4	/	-0.9	-2.6	/	-24.5	-0.7
OC(CNC1CCCCCCC1)c1ccccc1 (stereo not given)	-8.8	-35.1	-2.8	3.3	-0.5	-2.9	-1.2	-7.3	9.7	10.8
COc1ccc(C(=O)N2CCOCC2)cc1S(=O)(=O)N1CCC(C)CC1	2.0	14.6	-0.6	-3.7	0.9	0.8	-0.1	4.8	14.6	-1.5
CN1CCN(c2ccc3c(c2)S(=O)(=O)c2ccccc2C3=O)CC1	15.1	/	4.1	-0.9	-111.8	/	-0.6	27.6	-6.5	/
CCN(CC)C(=O)c1ccc(NC(=O)c2ccc(-n3cncn3)c([N+](=O)[O-])c2)cc1	-4.3	/	-42.3	1.3	7.0	/	5.9	-5.1	20.4	/
Cc1ccc(CN2CCN(C)CC2)c(C)c1	/	-10.1	/	/	/	-2.2	-1.9	/	/	0.6
FC(F)(F)c1cccc(-n2nnnc2C2(N3CCOCC3)CCCCC2)c1	-10.6	-12.0	-0.3	3.0	18.9	2.2	1.9	-3.9	16.9	8.4
O=S(=O)(NC1CCCC1)OCC(Cl)(Cl)Cl	-0.7	-6.3	-0.2	1.4	21.6	-3.2	0.2	-10.5	5.0	6.8
Cc1cccnc1-n1c(C)nc2ccccc2c1=O	-10.9	3.8	-0.1	-3.6	26.2	-1.3	0.3	-8.2	7.9	1.3
CN1C(C(=O)N2CCC3(CC2)OCCO3)=CC(c2ccc(F)cc2)=NS1(=O)=O	-6.4	6.6	-0.2	-0.1	9.6	-3.1	-3.6	-10.7	9.4	8.8
OC1/C(=C/c2ccc(F)cc2)N2CCC1CC2 (stereo not given)	-4.8	-15.5	0.2	-1.2	-7.0	-3.2	-2.3	1.9	27.1	-7.3
O=C(C[N+]12CCC(CC1)C(C(O)(c1ccccc1)c1ccccc1)C2)c1ccc(Br)cc1 (stereo not given)	-3.9	-16.6	-0.4	-1.7	-20.5	3.5	10.8	-1.4	25.7	1.5
CCCCC12CNCC(C)(CNC1)C2=O	-1.8	-0.1	-0.4	1.4	32.6	-2.0	0.6	-1.1	14.1	-3.9
COc1ccc(CCNC2CCCCCC2)cc1	-7.2	-11.1	-32.5	-1.6	-8.7	-3.3	-0.6	-15.3	13.7	-10.1
Nc1nnc(P(c2ccccc2)c2ccccc2)s1	-6.2	16.8	-0.3	1.4	2.9	3.1	-0.9	-8.7	-12.9	-4.4
CCN(CC)S(=O)(=O)c1ccc(C(=O)NC2CN3CCC2CC3)cc1 (stereo not given)	-10.7	-45.4	-5.1	-1.1	10.0	-10.2	-0.9	-29.0	5.7	-4.6
COCCNC(=O)CN1C(=O)CN=C(c2ccccc2)c2ccccc21	-0.4	-20.7	0.3	-0.3	8.4	-2.8	-1.3	4.2	-16.2	-3.2
O=C1NC(=O)C(=Cc2ccc(Oc3ccc([N+](=O)[O-])cc3)cc2)C(=O)N1	-10.2	-7.3	-0.9	0.3	32.2	-1.1	-3.4	1.9	19.1	0.3
NCCc1ccccn1	4.1	/	0.2	4.7	-12.5	/	-6.0	-13.3	21.0	/
C=C1[C@H]2C[C@H]3[C@H]4N5C[C@]6(C)CCC[C@]47[C@H]([C@H]2O)[C@]3(C[C@]5(O)[C@H]67)[C@@H]1O	-6.6	/	-0.3	-0.9	-17.7	/	0.7	-0.1	-8.9	/
O=C1NC(=O)N(c2ccccc2)C(=O)/C1=C\c1ccc([N+](=O)[O-])s1	-7.7	7.6	-0.3	2.4	8.3	6.8	0.0	8.7	53.7	-5.4
CC(=O)Nc1cc([As](=O)(O)O)ccc1O	-2.5	5.1&-5.3	-0.2	0.2	-9.7	5.3&-0.9	1.2	3.8	11.6	4.4&-2.1
CSc1nc(N2CCN(C)CC2)c2ccccc2n1	2.2	-16.6	-0.5	-3.3	4.8	-5.3	11.8	0.1	34.4	-8.5
Cn1cnnc1Sc1cc(N2CCNCC2)ccc1[N+](=O)[O-]	-25.1	20.6	-0.1	-2.0	4.9	-0.8	-1.5	-36.9	4.4	-2.1
CC(=O)N1CCN(c2ccc(N=Cc3c(O)n(-c4ccc(Cl)cc4)c(=O)[nH]c3=O)cc2)CC1	-2.3	-13.8	-0.4	0.4	-4.7	2.5	/	26.9	5.3	-4.5
O=C(CCC(=O)N1C[C@H]2C[C@@H](C1)c1cccc(=O)n1C2)NCc1cccc(C(F)(F)F)c1	4.9	-10.2	0.1	-1.4	10.9	-3.1	-3.6	4.5	27.8	-7.2
CSc1ccc(CN2CCN(C(=O)COc3ccc(C)cc3)CC2)cc1	-35.2	-30.3	0.1	0.9	-1.0	-0.1	-3.8	-40.5	33.2	-3.0
CCCCCCOC(=O)c1ccccc1N	9.9	-1.0	2.7	3.7	-136.0	4.1	3.4	-5.6	4.9	-4.5
Cc1cc(Cl)ccc1OCC(=O)O	-2.4	-26.4	-0.1	-0.3	-22.8	-5.3	-0.6	14.4	36.9	-3.4
CCn1c(=N)n(Cc2ccccc2F)c2ccccc21	1.4	-10.2	-0.3	2.7	-12.9	-3.0	0.0	-13.4	19.3	4.2
Cc1ccc(N2C(=O)NC(=O)/C(=C\c3cn(CC(=O)O)c4ccccc34)C2=O)cc1	-14.3	-7.2	2.8	-4.0	1.7	2.2	0.5	-16.8	11.1	5.2
C=C(C=O)CC1CC(O)[C@]2(C)OC3CC4OC5C[C@]6(C)O[C@]7(C)CCC8OC9C[C@]%10(C)OC%11C(C)=CC(=O)OC%11CC%10OC9C[C@@H](C)C8OC7CC6O[C@]5(C)CC5OC5C4OC3CC2O1 (stereo not given in full)	/	-9.8	-1.1	2.5	114.2*	5.5	8.8	-46.9	20.0	11.1
Cc1c(P(=S)(c2ccccc2)c2ccccc2)[n+]2ccccc2n1C	-3.9	-22.2	-0.7	2.3	-18.5	1.8	/	-9.1	10.8	1.9
O=C1Nc2ccccc2C1Cc1nc2ccccc2c(=O)n1-c1ccccc1 (stereo not given)	3.2	-10.2	-0.2	-2.5	13.3	2.9	2.8	-4.2	3.0	9.7

Retrieved by structure from the list above:
SMILES	HSF1 inhib	KLF5 inhibitor	HIF act	GSK3beta inhib	aSyn 5UTR inh	HSP90 refold inh	GSK3 alpha inh	HSF1 activator	AI-2 QS mod	IEC-6 cytotox
Cc1ccc(N2C(=O)NC(=O)/C(=C\c3cn(CC(=O)O)c4ccccc34)C2=O)cc1	-14.3	-7.2	2.8	-4.0	1.7	2.2	0.5	-16.8	11.1	5.2
Cc1c(P(=S)(c2ccccc2)c2ccccc2)[n+]2ccccc2n1C	-3.9	-22.2	-0.7	2.3	-18.5	1.8	/	-9.1	10.8	1.9

Bioassay records from PubChem.
